# BoNT A protease – BoNT A light chain protease inhibition; multiplex microsphere protease substrate cleavage, flow cytometry; inhibition, % at 10 µM; 360,000 tested, 0.17% active; further: plate controls were buffer without enzyme for full effect and enzyme alone for no effect
# Yp Topo-I inh – inhibitors of Yersinia pestis topoisomerase I. AID 504884. 360,000 tested, 0.064% active. Y. pestis Topo-I cleavage product accumulation, plate reader. activity, % at 10 µM; in the data active means activity above about 50%, passing the limit was not always enough; inconclusive means no clear call, values can overlap the other calls; further: inactives centre near 2
# PriA SSB inh – inhibitors of Klebsiella pneumoniae PriA binding to SSB C-terminal tail | AlphaScreen SSBct-PriA binding, biotinylated peptide | inhibition, % at 33 µM | 430,000 tested, 0.6% active | AID 1272365; in the data active means inhibition mostly above about 37%, no sharp cut-off; inactive means mostly below about 20%;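 further: plate controls were negative control peptide for no effect and reference peptide for full effect; strong numbers were not always called active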
# Vc quorum ag – inducers of Vibrio cholerae quorum light production without autoinducers. activation, % at 18.7 µM. 350,000 tested, 0.16% active. V. cholerae BH1578 lux reporter, luminescence, 6 h. AID 588436; in the data active means activation mostly above about 9.7%, no sharp cut-off; inconclusive means no clear call, values can overlap the other calls; inactive means mostly below about 3.7%; further: not every result past the cut was called active; inactives centre near 0; reference of the scale not given here
# TcdB inh – TcdB glycohydrolase inhibition. P18177. TcdB glycohydrolase enzymatic assay, plate reader. inhibition, % at 9.99 µM. 350,000 tested, 0.24% active. AID 652162; in the data active means inhibition above about 10%
# 3CLpro inhibitor – SARS-CoV 3CLpro protease inhibition. recombinant SARS-CoV 3CLpro, quenched FRET peptide cleavage. inhibition, % at 6 µM. P0C6X7. AID 1706. 290,000 tested, 0.14% active; in the data active means inhibition above about 12%
# PrPC surface inh – reduces human prion protein on the cell surface; AID 720596; inhibition, % at 13.8 µM; cell surface PrPC, TR-FRET read-out; 370,000 tested, 0.43% active; in the data active means inhibition above about 24%; further: 0% = median of the test wells and 100% = reference compound wells
# Anthrax LF inh2 – blocks Bacillus anthracis lethal factor protease. P15917. multiplex microsphere protease cleavage assay, LF. inhibition, % at 10 µM. 360,000 tested, 0.12% active. AID 588501; further: plate controls were buffer without enzyme for full effect and enzyme alone for no effect
# Target sequence (P15917 whole entry, looked up): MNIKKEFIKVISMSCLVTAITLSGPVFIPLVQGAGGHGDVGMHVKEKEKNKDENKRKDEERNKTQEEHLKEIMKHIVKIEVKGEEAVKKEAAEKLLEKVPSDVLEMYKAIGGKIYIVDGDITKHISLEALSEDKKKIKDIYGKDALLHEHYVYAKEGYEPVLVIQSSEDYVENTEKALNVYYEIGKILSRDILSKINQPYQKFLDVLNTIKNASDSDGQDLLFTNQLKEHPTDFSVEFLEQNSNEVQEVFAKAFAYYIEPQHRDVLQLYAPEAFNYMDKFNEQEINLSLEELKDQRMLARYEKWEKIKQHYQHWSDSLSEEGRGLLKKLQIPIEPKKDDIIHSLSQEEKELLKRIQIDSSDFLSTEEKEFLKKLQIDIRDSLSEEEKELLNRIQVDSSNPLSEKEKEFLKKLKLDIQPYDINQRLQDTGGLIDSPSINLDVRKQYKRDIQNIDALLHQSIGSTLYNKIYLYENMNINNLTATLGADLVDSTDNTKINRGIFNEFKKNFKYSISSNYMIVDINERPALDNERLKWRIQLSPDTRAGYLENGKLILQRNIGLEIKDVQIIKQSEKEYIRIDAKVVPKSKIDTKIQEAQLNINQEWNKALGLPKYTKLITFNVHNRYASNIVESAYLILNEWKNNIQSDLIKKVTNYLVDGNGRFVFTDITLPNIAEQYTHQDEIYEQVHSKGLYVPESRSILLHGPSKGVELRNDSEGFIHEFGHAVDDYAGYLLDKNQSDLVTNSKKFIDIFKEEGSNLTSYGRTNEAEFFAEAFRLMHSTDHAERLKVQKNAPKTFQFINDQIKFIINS
# PfHsp40 rescue – compounds rescuing yeast from Plasmodium falciparum HSP40 toxicity; S. cerevisiae expressing PfHsp40, growth rescue, ATP luminescence; growth rescue, % at 12.5 µM; 340,000 tested, 0.68% active; AID 504582; in the data active means growth rescue above about 28%, passing the limit was not always enough; inconclusive means no clear call, values can overlap the other calls;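 further: yeast W303a lacking pdr1 and pdr3 grown in galactose medium; growth measured after three days at 30 °C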
# * marks the source's active call; other numbers are inactive results; i = inactive; ? = inconclusive; . = no result given; & = joins results of further samples. Unless noted, no stated cut-off is given here; in the data, active means inhibition above about 30%; inconclusive means no clear call, values can overlap the other calls; inactive means below that.
SMILES	BoNT A protease	Yp Topo-I inh	PriA SSB inh	Vc quorum ag	TcdB inh	3CLpro inhibitor	PrPC surface inh	Anthrax LF inh2	PfHsp40 rescue
O=C(CCNC(=O)c1ccco1)Nc1ccc(Cl)c(C(F)(F)F)c1	-0.5	1.6	-3.6	-0.3	-1.2	4.3	7.5	2.0	0.6
Cc1cc2nc(-c3ccc[nH]c3=O)n(Cc3cccc(F)c3)c2cc1C	-0.7	6.8	2.4	-0.3	-0.1	-2.1	7.7	1.5	-0.8
CCOC(=O)N1CCC(N(CCN(C)C)C(=S)Nc2cc(Cl)cc(Cl)c2)CC1	-0.5	7.7	-2.8	-0.7	-2.9	1.2	0.7	1.9	0.3
CC1CCN(CCCn2c(=S)[nH]c3c(sc4ccccc43)c2=O)CC1	0.0	0.4	0.8	i	11.5*	-0.1	-1.9	-3.2	0.0
O=C1c2ccc(Cl)cc2S(=O)(=O)c2cccc(C(=O)N3CCN(c4ccc(Cl)cn4)CC3)c21	0.2	20.5	2.4	-4.5	-9.3	.	-2.2	3.2	0.3
Cc1ccc(S(=O)(=O)N(C)C)cc1NC(=O)C(C)[N+]12CCN(CC1)CC2 (stereo unspecified)	1.1	2.9	-16.1	-0.2	0.2	0.1	5.4	-0.5	-0.4
O=C(NCC1CCCO1)c1sc2ccccc2c1Cl (stereo unspecified)	0.3	2.2	-23.9	-0.3	.	0.4	8.8	3.9	0.7
Cc1ccc(Nc2nc(N)nc(CN3CCCCCC3)n2)c(C)c1	0.8	11.5	10.8	3.0	.	-3.1	-0.4	0.9	5.0
COc1ccc(OC)c(NC(=O)CCNS(=O)(=O)c2cccc3nonc23)c1	0.8	3.6	0.1	-0.4	0.6	-7.0	-14.9	1.0	-1.1
CC(=O)c1c(C)[nH]c(C(=O)COC(=O)CN2C(=O)C3CCCCC3C2=O)c1C (stereo unspecified)	3.1	1.2	-8.0	-3.4	-0.1	.	-3.0	4.9	16.3
Cn1ccc(C(=O)OCC(=O)Nc2cccc3ccccc23)n1	0.5	3.7	1.6	1.0	0.6	4.0	8.1	-7.3	-0.9
O=C(OCC(=O)c1ccccc1Br)c1ccncc1	1.1	-10.9	-3.7	2.1	0.1	5.2	2.0	-4.6	1.0
Cc1ccc(C)c(N(CC(=O)NC(C)(C)C)C(=O)CNC(=O)c2cccs2)c1	-0.1	3.3	-6.9	-2.0	0.2	1.2	-5.8	-6.1	-1.7
CC1=C(C(=O)OC(C)C)C(c2cccs2)N2C(=O)C(C)SC2=N1 (stereo unspecified)	-0.6	13.3	-2.4	i	.	1.8	-0.6	-4.7	1.1
O=C1OC(C(=O)NCc2ccccc2)Cc2ccccc21 (stereo unspecified)	0.1	-9.5	-2.8	-1.5	0.4	4.0	-2.3	-3.5	0.1
CN(C)S(=O)(=O)N1CCC(Oc2ccc(C(=O)NC3Cc4ccccc4C3)cc2)CC1	0.2	4.7	4.0	-2.1	-0.1	1.1	2.4	-2.6	-1.0
CCN(CC)S(=O)(=O)c1ccc(OCC(=O)NC(=O)Cc2ccccc2)c([N+](=O)[O-])c1	0.2	46.7	20.2	5.0	1.0	.	-34.7	-8.1	0.2
CCCC1c2ccc(C)n2CCN1C(=O)Nc1ccc(F)cc1 (stereo unspecified)	0.6	7.8	3.5	.	.	0.4	-4.0	-2.8	0.1
CN(CC(=O)Nc1ccc(F)c(F)c1F)C(=O)Cc1ccc2c(c1)OCCO2	-3.4	-2.4	-4.5	i	-1.1	0.1	0.2	-0.3	-1.3
Nc1c(C(=O)NCCc2ccccc2)nnn1Cc1ccccc1	-0.4	2.7	-7.8	-0.7	.	0.8	12.6	-4.3	1.4
CCC(CC)C(=O)c1c[nH]c(C(=O)OC)c1	-1.1	9.9	-18.6	-0.6	0.8	0.6	-5.5	-5.3	0.1
Cc1noc(C)c1C(=O)Nc1nc(-c2cccs2)cs1	0.6	1.7	5.6	i	1.8	.	-10.0	-7.3	1.1
COc1cc(NC(=O)CCc2c(C)nc3nc(C)nn3c2C)cc(OC)c1	0.0	-3.0	-12.5	0.3	.	2.6	3.3	7.0	-0.9
COc1ccccc1-c1cnc(C(O)c2ccc(Cl)c(F)c2)[nH]1 (stereo unspecified)	0.4	-10.2	.	-0.3	1.4	.	7.4	-3.9	.
COc1ccc(Cn2nnnc2C(c2ccccc2Cl)N2CCN(C)CC2)cc1 (stereo unspecified)	-2.4	-10.0	-4.5	-0.3	.	-3.6	-5.4	-31.4	-1.0

# Molecules shown so far containing two or more sulfur atoms, in the order listed:
SMILES	BoNT A protease	Yp Topo-I inh	PriA SSB inh	Vc quorum ag	TcdB inh	3CLpro inhibitor	PrPC surface inh	Anthrax LF inh2	PfHsp40 rescue
CC1CCN(CCCn2c(=S)[nH]c3c(sc4ccccc43)c2=O)CC1	0.0	0.4	0.8	i	11.5*	-0.1	-1.9	-3.2	0.0
CC1=C(C(=O)OC(C)C)C(c2cccs2)N2C(=O)C(C)SC2=N1 (stereo unspecified)	-0.6	13.3	-2.4	i	.	1.8	-0.6	-4.7	1.1
Cc1noc(C)c1C(=O)Nc1nc(-c2cccs2)cs1	0.6	1.7	5.6	i	1.8	.	-10.0	-7.3	1.1

# Further entries:
SMILES	BoNT A protease	Yp Topo-I inh	PriA SSB inh	Vc quorum ag	TcdB inh	3CLpro inhibitor	PrPC surface inh	Anthrax LF inh2	PfHsp40 rescue
CC(C)[C@H](NC(=O)N1CC(=O)Nc2ccccc21)C(=O)N1CCC(C(=O)O)CC1	0.2	-0.8	-10.2	-8.5	2.7	-3.3	3.6	0.0	-0.2
CCOC(=O)c1cc(CC)sc1NC(=O)COC(=O)c1cnccn1	-6.8	14.0	-4.7	-0.7	0.9	.	5.2	3.4	-0.5
CCc1ccc(/C=N/NC(=O)c2nnn(-c3nonc3N)c2CN2CCOCC2)cc1	1.5	12.4	.	-0.7	-0.5	-2.6	-5.2	-2.2	-1.3
Cc1ccc(NC(=O)CSc2nnc(-c3ccncc3)o2)cc1	6.2	6.7	-15.6	4.2	.	4.2	2.7	-18.1	-0.7
CCOC(=O)Cc1c(C)nc2c(-c3cccc(Br)c3)c[nH]n2c1=O	-0.5	-3.3	-16.7	0.6	.	6.4	-4.9	2.9	-0.6
O=C(CN1CCCC1)Nc1ccc(S(=O)(=O)N2CCCCC2)cc1	-0.5	-0.1	-6.2	-0.1	-0.9	-3.9	-5.2	-2.5	-0.3
Cc1sc2ncn(CC(=O)OC(C)C(=O)NC(C)(C)C)c(=O)c2c1C (stereo unspecified)	0.9	8.8	0.7	-3.4	.	-1.1	7.1	3.8	-0.1
O=C(c1c[nH]c(C(=O)N2CCN(c3ccccc3F)CC2)c1)c1cccc(Cl)c1Cl	-0.7	28.6	-13.8	-0.1	0.3	2.4	-6.5	0.0	7.3
CCOC(=O)N1CCN(C(=O)CN(c2cccc(C)c2)S(=O)(=O)c2ccccc2)CC1	-0.2	7.9	-17.7	i	.	1.4	-4.8	-0.4	2.7
COC(=O)CSc1nc(NC#N)nc(NC(C)(C)C)n1	-1.3	-4.8	-12.2	i	0.9	2.3	1.6	-5.1	-1.7
O=C(Nc1ccc(N2CCOCC2)cc1)c1ccc(S(=O)(=O)NCc2ccco2)cc1	0.5	3.9	-12.1	2.4	-0.1	-2.0	-0.8	2.4	1.5
O=C(c1ccc(Br)s1)N1CCN(Cc2ccc3c(c2)OCO3)CC1	0.1	36.5	-9.9	1.0	.	-0.7	-5.6	-1.4	0.8
COc1ccccc1CN(Cc1cccnc1)S(=O)(=O)c1ccc(-n2cnnn2)c(OC)c1	1.1	18.6	3.5	-0.3	3.0	-0.6	-4.3	-0.4	-0.1
O=C(c1ccccc1)N(Cc1ccccc1)c1ccccn1	-0.8	-1.7	-4.5	i	.	3.0	-5.8	-0.6	-0.8
CN(C)CC(C)(C)CNS(=O)(=O)c1ccc(Cl)cc1	-0.4	2.8	-1.4	-0.2	2.1	2.0	6.2	-1.3	-0.4
O=C(C1=C[C@@H](c2ccc(C(F)(F)F)cc2)C[C@@H](OCCCCO)O1)N1CCOCC1	-0.3	0.6	-11.0	i	-0.3&0.9	-1.0	-1.8	-4.1	-1.4
C=CC[C@@H](CC(=O)NCCO)C(=O)N[C@H](C)COC(=O)[C@@H](CC=C)Cc1ccc(F)cc1	-0.6	0.4	17.8	i	-0.4	.	3.5	2.9	1.1
CC(CNC(=O)c1ccco1)NC(=O)c1ccco1 (stereo unspecified)	-0.5	3.2	-8.4	-0.5	-7.2	4.1	3.4	-3.1	-2.3
O=C(O)COc1ccc2occ(C(=O)c3ccccc3)c2c1	-0.5	-1.3	-13.4	i	.	-7.4	.	0.1	0.5
Cc1ccc(-c2c3c(=O)n(C)c(=O)n(C)c3cn2-c2ccccc2O)cc1	0.2	-8.8	-11.1	-2.0	.	3.8	-1.9	0.5	0.4
COc1ccc(C(O)CNc2ccc(C)cc2)cc1 (stereo unspecified)	-0.3	0.1	-4.8	-0.3	.	-3.3	0.4	-4.0	0.9
COc1ccc(CCC(=O)Nc2ccc(Br)cn2)cc1	?	-5.9	-20.9	i	.	0.0	5.4	-0.7	0.2
O=C(CSc1nnc(-c2cccnc2)n1Cc1ccco1)N1c2ccccc2Sc2ccccc21	-1.0	2.0	0.8	-0.1	.	5.3	7.4	1.3	1.6
CSc1nsc(SCC(=O)Nc2ccc(C(N)=O)cc2)n1	1.7	2.3	-3.0	0.6	1.5	-2.4	-4.6	-1.9	1.1
C[C@H]1CN([C@@H](C)CO)C(=O)CCCn2nncc2CO[C@@H]1CN(C)S(=O)(=O)c1cccc(F)c1	-0.1	-2.5	.	i	-11.3&-2.1	.	4.7	-3.6	.
O=C(CCC1CCCCC1)Nc1cccc(C(=O)Nc2ccc(C(=O)O)cc2)c1	-1.4	-18.9	-7.4	i	0.3	4.3	5.4	0.6	-2.1
Cc1ccccc1OCC(=O)NNC(=O)CCc1ccccc1	-0.3	-7.1	-2.1	-0.3	1.4	4.2	13.0	1.9	0.1
C[C@H](NC(=O)Nc1ccc2c(c1)OCCO2)C(=O)O	0.8	2.4	-7.0	i	.	-10.3	-3.6	2.6	0.8

# Exported with each value named: entries from further up
> CCOC(=O)N1CCN(C(=O)CN(c2cccc(C)c2)S(=O)(=O)c2ccccc2)CC1
  BoNT A protease = -0.2 | Yp Topo-I inh = 7.9 | PriA SSB inh = -17.7 | Vc quorum ag = i | TcdB inh = . | 3CLpro inhibitor = 1.4 | PrPC surface inh = -4.8 | Anthrax LF inh2 = -0.4 | PfHsp40 rescue = 2.7

> COC(=O)CSc1nc(NC#N)nc(NC(C)(C)C)n1
  BoNT A protease = -1.3 | Yp Topo-I inh = -4.8 | PriA SSB inh = -12.2 | Vc quorum ag = i | TcdB inh = 0.9 | 3CLpro inhibitor = 2.3 | PrPC surface inh = 1.6 | Anthrax LF inh2 = -5.1 | PfHsp40 rescue = -1.7

> O=C(Nc1ccc(N2CCOCC2)cc1)c1ccc(S(=O)(=O)NCc2ccco2)cc1
  BoNT A protease = 0.5 | Yp Topo-I inh = 3.9 | PriA SSB inh = -12.1 | Vc quorum ag = 2.4 | TcdB inh = -0.1 | 3CLpro inhibitor = -2.0 | PrPC surface inh = -0.8 | Anthrax LF inh2 = 2.4 | PfHsp40 rescue = 1.5

> O=C(c1ccc(Br)s1)N1CCN(Cc2ccc3c(c2)OCO3)CC1
  BoNT A protease = 0.1 | Yp Topo-I inh = 36.5 | PriA SSB inh = -9.9 | Vc quorum ag = 1.0 | TcdB inh = . | 3CLpro inhibitor = -0.7 | PrPC surface inh = -5.6 | Anthrax LF inh2 = -1.4 | PfHsp40 rescue = 0.8

# Only part of the results is shown; rates above refer to the full screens.
